Growth percent in the NCI-60 one-dose screen (48 h, 10 µM unless noted): 100 = growth as untreated, 0 = no growth, -100 = all killed.
DU-145: DU-145 prostate cancer; 81,000 tested, 4.2% active; AID 1794760
SF-539: SF-539 CNS cancer. 81,000 tested, 6.8% active
PC-3: PC-3 prostate cancer cells. 80,000 tested, 3.9% active. AID 1794754
SF-268: SF-268 CNS cancer cells; AID 1794759; 82,000 tested, 3.1% active
SF-295: SF-295 CNS cancer cells | 79,000 tested, 5.6% active
OVCAR-8: OVCAR-8 ovarian cancer. 81,000 tested, 4.4% active
SNB-19: SNB-19 CNS cancer cells. 81,000 tested, 2.5% active
U251: U251 CNS tumor cells. 80,000 tested, 5.4% active. AID 1794753
Starred values were filed as active, the others as inactive; · = no result given; & = joins results of further samples; [ ] = remark or other dose. The calls were made as follows: active = growth percent below 10; inactive = the rest. Not a hit list (roughly 9.2% active in at least one column).

compound,OVCAR-8,SF-539,SF-268,SF-295,PC-3,SNB-19,DU-145,U251
CCCC(C)(NC(=O)c1ccccc1)C(=O)O (stereo unspecified),110,103,91,110,103,100,108,93
O=C1CC2CC=CCN2C=C1c1ccncc1 (stereo unspecified),96,102,94,105,81,102,102,89
COc1ccc(C(=O)/C=C/Nc2ccc(S(=O)(=O)O)cc2)cc1,107,103,107,98,110,98,108,109
CCOC(=O)C1=C(C)NC(SCc2nc(C)c(C)nc2C)N=C1c1ccccc1 (stereo unspecified),102,101,98,97,85,101,101,102
Cc1cccc(C)c1N1C(N)=NC(N)=NC1(C)C,105,98,95,103,99,113,102,101
Cc1nc(Nc2ccc(OCc3c(-c4ccccc4)no[n+]3[O-])cc2)c2c(C)nn(-c3ccc(Br)cc3)c2n1,102,96,95,105,67,94,102,96
Cn1cc(-c2nonc2-c2cn(C)c3ccc(F)cc23)c2cc(F)ccc21,82,66,71,56,·,60,81,45
Cc1nn(-c2nc3ccccc3[nH]2)c(N)c1-c1ccc(Cl)cc1,40,66,54,·,31,57,55,29
COc1ccc2nc(-c3nonc3N)[nH]c2c1,101,93,94,117,109,100,113,105
C/C=C(/C)C(=O)OC1C=C(CO)C(=O)C(OC(=O)/C(C)=C\C)C1C(C)C (stereo unspecified),-23*,-92*,-57*,-54*,-54*,-54*,-91*,-74*
COc1cccc(Cc2cc(-c3ccccc3)nn(Cc3ccccc3)c2=O)c1,67,89,70,49,38,64,94,48
CC(=O)/C=C(/C)N1CCCC1,87,102,111,97,98,94,107,95
CCOC(=O)c1c(-c2ccc3c(c2)OCO3)c(C#N)c2c(C#N)c(N)nn2c1N,68,82,92,78,69,84,89,77
CC[Si](CC)(CC)O[Si](CC)(CC)CC,108,117,113,115,98,108,123,102
COc1cc(/C=C/C(=O)N2CCCC2)cc2c1OCO2,101,89,102,99,100,97,109,102
CCN(CC)CCn1c(CO)nc2c1c(=O)n(C)c(=O)n2C,98,99,102,104,88,105,105,97
Nc1nccc(SCc2ccccc2)n1,104,110,101,121,94,92,121,97
COc1cccc(Nc2sc(C(=O)c3cc4cc(Cl)ccc4o3)c(N)c2C#N)c1,110,99,101,98,97,103,97,97
O=C1/C=C/[C@@H](O)[C@@H]2C[C@@H](O)C[C@H]2/C=C/CCC[C@H](CCc2ccc3ncccc3c2)O1,18,19,15,1.8*,18,29,14,22
CC(=O)NC1C(O[C@H]2C[C@H]3[C@@H]4CC=C5C[C@@H](O)CC[C@]5(C)[C@H]4CC[C@]3(C)[C@H]2[C@H](C)C(=O)CCC(C)C)OCC(O)C1O (stereo partly specified),66,-26*,31,-53*,27,57,58,28
N#C/C(=C\c1ccc(-c2ccccc2)o1)c1nc(-c2ccco2)cs1,97,95,101,98,78,94,107,98
C[N+]1(C)Cc2ccccc2C1,108,104,105,95,110,110,109,98
CC(C(=O)c1c([O-])on[n+]1-c1ccccc1)n1ccnc1 (stereo unspecified),94,103,96,97,96,100,99,96
C#CC(OC(=O)N(C)C)(c1ccccc1)c1ccc(F)cc1 (stereo unspecified),94,107,91,115,102,120,105,95
O=C(Nc1ccccc1-c1nc2ccccc2c(=O)[nH]1)c1cc2ccccc2[nH]1,87,90,92,91,78,93,102,92
O=C(NNC(=O)c1ccncc1)Nc1ccccc1,102,108,96,112,109,110,99,98
Nc1c(C(=O)Nc2cccc(Cl)c2)sc2nc3c(cc12)CCCC3,93,87,102,92,80,92,104,89
N#CCCNCC(=O)O,108,110,101,118,103,107,111,95
CC(=O)NCCSC(=O)CCCCC(=O)SCCNC(C)=O,111,96,103,99,91,103,115,103
C=C(C)[C@@H]1CC[C@]2(C(=O)OC)CC[C@]3(C)[C@H](CC[C@@H]4[C@@]5(C)CC[C@H](N)C(C)(C)[C@@H]5CC[C@]43C)[C@@H]12,-77*,-100*,-65*,-94*,-28*,-99*,-88*,-85*

Some entries already given, reduced to SF-539 and SF-268.
| SMILES | SF-539 | SF-268 |
| --- | --- | --- |
| Cn1cc(-c2nonc2-c2cn(C)c3ccc(F)cc23)c2cc(F)ccc21 | 66 | 71 |
| Cc1nn(-c2nc3ccccc3[nH]2)c(N)c1-c1ccc(Cl)cc1 | 66 | 54 |
| COc1ccc2nc(-c3nonc3N)[nH]c2c1 | 93 | 94 |

Entries of single compounds as entered above. Values in the order: OVCAR-8 | SF-539 | SF-268 | SF-295 | PC-3 | SNB-19 | DU-145 | U251
N#C/C(=C\c1ccc(-c2ccccc2)o1)c1nc(-c2ccco2)cs1 in the list: 97 | 95 | 101 | 98 | 78 | 94 | 107 | 98
O=C1CC2CC=CCN2C=C1c1ccncc1 (stereo unspecified) in the list: 96 | 102 | 94 | 105 | 81 | 102 | 102 | 89
COc1ccc2nc(-c3nonc3N)[nH]c2c1 in the list: 101 | 93 | 94 | 117 | 109 | 100 | 113 | 105
C[N+]1(C)Cc2ccccc2C1 in the list: 108 | 104 | 105 | 95 | 110 | 110 | 109 | 98
CC(=O)NCCSC(=O)CCCCC(=O)SCCNC(C)=O in the list: 111 | 96 | 103 | 99 | 91 | 103 | 115 | 103

Next section:
compound,OVCAR-8,SF-539,SF-268,SF-295,PC-3,SNB-19,DU-145,U251
[2H]C([2H])([2H])Oc1c(F)cccc1/C=C/C(=O)/C=C(/C=C/c1cccc(F)c1OC([2H])([2H])[2H])OB(F)F,91,96,89,106,101,103,101,88
CCCCCN1CCSC(C(=O)Nc2ccccc2)C1 (stereo unspecified),111,109,97,102,98,106,99,108
N/C(=N\c1nc2ccc([N+](=O)[O-])cc2s1)C(Cl)(Cl)Cl,74,63,71,20,49,61,1.7*,44
Cc1c2cnccc2c(C)c2c1c1cc(C3OCCCO3)ccc1n2C,6.7*,-55*,1.3*,0.4*,2.1*,-3.5*,3.9*,-2.0*
COc1cc2cc(COc3nccc(-c4ccc(Cl)cc4)n3)c(=O)[nH]c2cc1OC,81,68,80,98,71,77,81,·
O=C1c2cc3c(cc2-c2c1c1ccc(Cl)cc1c(=O)n2C[C@H](O)CO)OCO3,3.4*,-33*,4.7*,-15*,6.9*,14,3.8*,0.4*
S=c1nc(CS)[nH]c2ccccc12,91,95,92,95,94,93,108,97
Cn1cc(-c2nn3c(C=O)c(-c4ccc(F)cc4)nc3s2)c2ccccc21,100,94,104,98,94,100,100,103
C=CCN1C(=O)/C(=c2\sc3n(c2=O)C2C(NN=3)N(CC)C(=O)N2CC)c2ccccc21 (stereo unspecified),19,4.1*,47,13,22,27,17,23
COc1cc(Cc2n[nH]c(=S)n2-c2ccccc2)c(S(=O)(=O)N2CCOCC2)cc1OC,95,98,99,93,98,103,113,96
CC(C(=O)n1ccc(-c2ccc(Cl)cc2)n1)c1ccc(NS(C)(=O)=O)cc1 (stereo unspecified),95,96,98,96,87,98,106,96
CCc1sc(N(C(C)=O)c2ccc(Br)cc2)nc1OC(C)=O,101,104,97,97,97,100,106,104
CN1C(=O)N(C)C2SC(N/N=C/c3ccccc3)=NC21 (stereo unspecified),97,65,83,67,85,75,97,60
Cc1ccc2c(C)coc2c1,103,104,105,104,90,114,108,101
COc1ccc2[nH]c(=O)c(CN3CCN(c4nccc(-c5ccc(Cl)cc5)n4)CC3)cc2c1,66,90,91,98,74,79,99,81
CC/C(Cc1ccccc1)=C(/c1ccc(O)cc1)c1ccc(OCCN(CC)CC)cc1,92,96,89,103,82,96,102,87
Cc1ccc(S(=O)(=O)Nn2c(C)ccc(-c3nc4ccccc4s3)c2=O)cc1,102,101,93,105,100,100,111,104
ClC1=C(Cl)C(Cl)=C(Cl)C1=Cc1ccc(Cl)cc1Cl,2.9*,-30*,-43*,-17*,-16*,-6.3*,-5.5*,-75*
COc1ccc(-c2cc(-c3cc(OC)c(OC)c(OC)c3)c(C#N)c(N3CCOCC3)n2)cc1,·,108,93,90,81,93,92,89
O=C(ON1C(=O)N[C@H]2CCCC[C@@H]2C1=O)c1ccccc1,92,94,85,107,111,95,·,99
COC(=O)[C@H](C)N(C)C(=O)[C@@H]1CSSC[C@@H](NC(=O)c2nc3ccccc3cc2O)C(=O)NCC(=O)N1C,99,98,99,117,67,95,83,78
CCN(CC)CCC(CCN(CC)CC)(C(=O)O)c1ccccc1,97,93,108,105,96,102,110,103
O=C(/C=C\c1ccc(Cl)c(Cl)c1)c1ccccc1,99&79,110&111,103&98,99&98,88&99,98&87,109&84,85
CC(C)C1C2=C(NCCN1C(=O)c1ccncc1)C(C)(C)N(Cc1ccccc1)C2=O (stereo unspecified),108,108,97,97,96,101,105,100
CCc1cccc(CC)c1NC(N)=S,98,99,81,111,103,103,91,101
C=CC[Si](CC=C)(CC=C)OCC,117,117,103,·,95,110,111,119
CCCCNCC(O)c1cc2c(Cl)cc(Cl)cc2c2cc(C(F)(F)F)ccc12 (stereo unspecified),-56*,-82*,-81*,·,-90*,-71*,-98*,-95*
CC1=N/C(=C\c2ccccc2)C(=O)N1CCc1ccc(S(N)(=O)=O)cc1,99,102,103,108,99,93,114,92
FC(F)(F)c1cccc(-c2cn3ccnc3c(-c3ccc4ncn(C5CCCCC5)c4c3)n2)c1,90,104,97,102,64,98,100,94
C1=CC2C(C1)C1CC(OCCOC3CC4CC3C3C=CCC43)C2C1 (stereo unspecified),101,117,118,100,93,114,106,94
COc1ccc(-c2c(-c3nc4ccccc4s3)c(N)nc3c(C#N)c(Nc4ccccc4)nn23)cc1,94,101,101,96,88,99,101,100
O=C(O)CCOc1c(Cl)cc(Cl)cc1[N+](=O)[O-],109,98,102,102,99,109,104,106
O=c1c2cccc(F)c2sc2c(NCc3ccccc3)nc3ccccc3c12,100,91,99,97,93,99,98,90
NC(=O)c1ccc(N=Nc2c(O)c3ccccc3[nH]c2=O)cc1,100,93,119,122,90,107,122,100
CC1=C(c2cc(-c3ccccc3O)c(C#N)c(N)n2)C(c2ccccc2)NC(=S)N1 (stereo unspecified),113,101,101,104,91,99,109,112
c1cc(CCc2ccncc2)ccn1,102,103,118,102,88,105,122,99
CO/N=C(/C(=O)N[C@@H]1C(=O)N2C(C(=O)O)=C(CSc3nc(=O)c(=O)[nH]n3C)CS[C@H]12)c1csc(N)n1,110,112,112,114,96,112,123,102
C=CCn1c(SCC(=O)N2CCN(c3cc4c(cc3F)c(=O)c(C(=O)O)cn4C3CC3)CC2)nnc1-c1cc(OC)c(OC)c(OC)c1,89,100,101,88,71,103,99,103
CCN(CC)c1ccc(N)cc1Cl,101,100,112,170,102,97,121,107
O=C(c1ccccc1)c1nn(-c2ccccc2)c(=O)cc1-c1ccccc1,104,110,109,107,84,102,108,·
O=C(N/N=C\c1ccc(O)cc1)c1ccc2nc(-c3ccc([N+](=O)[O-])cc3)[nH]c2c1,99,98,103,101,110,108,102,105
Cc1ccc(C(C)C)c(OCCOCCCl)c1,98,100,100,·,95,98,103,97
N=C(N)N=Nc1cc(O)c(NN=C(N)N)cc1O,99,96,·,103,87,109,116,102
COc1ccc(-c2[nH]ncc2-c2ccc(Cl)cc2)c(O)c1,91,92,97,79,73,88,102,83
COc1cc(/C=C\c2cc(/C=C\c3ccc(O)c(OC)c3)n(C(=O)COc3ccccc3)n2)ccc1O,3.3*,-10*,12,15,8.5*,15,9.1*,8.8*
C=CCOC(=O)c1ccc(Cl)cc1,104,108,104,109,96,106,107,103
N#CC1=C(N)Oc2c(c(=O)[nH]c3ccccc23)C12C(=O)c1cccc3cccc2c13 (stereo unspecified),101,100,105,102,94,111,113,99
CCN(CC)CCOc1ccc(/C(=C(\C)c2ccc(Cl)cc2)c2ccc(Cl)cc2)cc1,83,67,81,65,71,79,97,54
COc1cc(Cn2c(SC)nc3ccccc3c2=S)cc(OC)c1OC,85,95,87,102,97,104,102,112
CC(=O)c1cc2c(N)c(C(=O)Nc3cccc(F)c3C)sc2nc1C,80,94,94,82,81,83,99,93
Nc1c(C(=O)Nc2ccccc2F)sc2nc3c(cc12)CCCC3,41,6.9*,50,22,28,34,27,27
CN1C(=C2C(=O)OC(C)(C)OC2=O)CCC1C(=O)NCc1ccc(Cl)cc1Cl (stereo unspecified),·,96,101,96,83,98,107,95
CCc1ccc(Nc2ncnc3sc4c(c23)CCN(Cc2ccccc2)C4)cc1,95,99,86,101,70,89,98,105
Nc1nnc(-c2ccccn2)c(-c2c[nH]c3ccc(F)cc23)n1,95,95,95,89,95,·,112,92
c1ccc(/C(=N/c2sc(-c3ccccc3)nc2-c2ccccc2)N2CCN(c3ccccc3)CC2)cc1,105,105,106,113,101,97,108,105
CCCOC(=O)COc1ccccc1,101,99,105,95,91,97,114,108
O=C1NN(C(=O)c2ccccc2)C(c2ccc(Cl)c(Cl)c2)=C/C1=C\c1ccccc1,91[7.5 µM],91[7.5 µM],93[7.5 µM],95[7.5 µM],67[7.5 µM],88[7.5 µM],96[7.5 µM],87[7.5 µM]
CCN(CC)C(=O)c1ccccc1C(=O)N(CC)CC,107,95,102,102,103,105,·,104
CC(CCC(=O)O)[C@H]1CCC2C3C(=O)C[C@@H]4CC(=O)CC[C@]4(C)C3CC(=O)[C@@]21C (stereo partly specified),103,111,110,93,93,101,114,95
COc1c(O)cc2oc3cc(O[C@H]4O[C@H](CO)[C@H](O)C(O)C4O)c(CC=C(C)C)c(O)c3c(=O)c2c1CC=C(C)C (stereo partly specified),113,106,101,107,104,106,104,100

Screening data from PubChem BioAssay.
